CFTR F508del cor: F508del CFTR correction, initial screen, CFBE line, single point; CFBE cells, YFP halide quenching; stimulated with forskolin plus potentiator P3; % fluorescence drop versus neutral controls; activity (quench increase), % at 7.58 µM; hit rate 0.36% among 350,000; AID 720511, 2013;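 active = mean added fluorescence quench of at least 8% versus neutral control, with both replicates also reaching 8%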;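 also: cells transiently co-express mutant CFTR-F508del with the halide-sensitive YFP; corrector assay measuring rescue of mutant channel to the surface after 24 h compound exposure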
RAD54 inh: inhibitors of human RAD54 branch migration, primary screen, biochemical, fluorescence, single point; DNA repair and recombination protein RAD54-like (Homo sapiens), Q92698; RAD54 Holliday junction branch migration, FAM/BHQ fluorescence; inhibition, % at 10.4 µM; hit rate 0.14% among 360,000; AID 602329, 2012;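 active = mean normalized replicate activity at least 40 and at least half of replicates scoring 40 or more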;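 also: 0% = median of neutral control wells and 100% = median of positive control wells; inhibitors cause a drop in the FAM fluorescence signal; in these data hits start at about 50%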
Target sequence (Q92698 whole entry, looked up): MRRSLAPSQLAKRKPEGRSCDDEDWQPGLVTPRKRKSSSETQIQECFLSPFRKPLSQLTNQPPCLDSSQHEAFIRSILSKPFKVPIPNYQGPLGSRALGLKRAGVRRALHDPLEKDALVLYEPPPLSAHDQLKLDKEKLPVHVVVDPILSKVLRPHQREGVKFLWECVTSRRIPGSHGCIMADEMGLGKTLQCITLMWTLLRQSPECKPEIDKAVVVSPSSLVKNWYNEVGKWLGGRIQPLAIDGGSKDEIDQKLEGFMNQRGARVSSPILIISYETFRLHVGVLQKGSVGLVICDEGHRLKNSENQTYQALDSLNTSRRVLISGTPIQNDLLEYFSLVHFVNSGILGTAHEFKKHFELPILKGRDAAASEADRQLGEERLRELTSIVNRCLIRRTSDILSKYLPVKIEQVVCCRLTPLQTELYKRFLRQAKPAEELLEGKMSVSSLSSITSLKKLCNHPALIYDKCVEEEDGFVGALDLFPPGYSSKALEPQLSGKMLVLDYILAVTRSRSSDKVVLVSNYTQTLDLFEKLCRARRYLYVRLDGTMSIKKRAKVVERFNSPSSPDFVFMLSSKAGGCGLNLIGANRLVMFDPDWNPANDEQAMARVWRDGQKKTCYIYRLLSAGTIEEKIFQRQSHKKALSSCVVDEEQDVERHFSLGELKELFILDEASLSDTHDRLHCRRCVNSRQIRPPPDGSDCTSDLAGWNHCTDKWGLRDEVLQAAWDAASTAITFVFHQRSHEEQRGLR
RAD52 anneal inh: RAD52 DNA annealing inhibitors, primary screen, biochemical, FRET, single point, set 2. DNA repair protein RAD52 homolog (Homo sapiens), P43351. recombinant RAD52 DNA annealing, FRET fluorescence. inhibition, % at 18.7 µM. hit rate 0.46% among 360,000. AID 651710, 2012;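 active = every replicate showing at least 50% inhibition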
INS-1E GSIS act: GLuc luminescence reporter in INS-1E cells, primary screen for activators of glucose-dependent secretion of insulin; INS-1E GLuc reporter insulin secretion, 2-3 h; activation, % at 16.6 µM; hit rate 0.61% among 370,000;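 active = lowest replicate activation of at least 40%, so every replicate reaches that level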;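 also: 0% = median of neutral control wells and 100% = median of IBMX positive control wells; some compounds called inactive have numbers as strong as hits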
ARNT TACC3 PPI: disruptors of ARNT/TACC3 protein interaction, primary screen, biochemical, AlphaScreen, single concentration; inhibition, % at 9.99 µM; hit rate 0.66% among 390,000; AID 623870, 2012; AlphaScreen His-ARNT PAS-B/GST-TACC3 binding, luminescence; TACC3 fragment carries E629A point mutation;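 active = mean inhibition of replicates at least 50% and at least half of replicates each reaching 50%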;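 also: 0% = complete ARNT plus TACC3 wells and 100% = ARNT alone without TACC3; many hits fall short of the cut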
ERAP1 inh: human ERAP1 aminopeptidase inhibitors, primary screen, biochemical, single point, plate reader; Endoplasmic reticulum aminopeptidase 1 (Homo sapiens), Q9NZ08; recombinant ERAP1, Leu-AMC fluorescence, 60 min; inhibition, % at 10.7 µM; hit rate 0.15% among 340,000; AID 652197, 2013;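 active = mean replicate inhibition of at least 30%, or all replicates individually reaching that 30% level; inactive = mean below 30% and not every replicate reaching it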;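 also: 0% = neutral control wells and 100% = L-leucinethiol positive control wells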
XiGFP reactiv: activators of inactive X chromosome reactivation, primary screen, imaging, XiGFP fibroblasts, GFP high-content imaging, set 2 | XiGFP mouse fibroblasts, % GFP-positive cells imaging, 3 d; cells co-treated with 5-aza-dC sensitizer; scaled so ellipticine positive control = 100% | activation, % at 7.58 µM | hit rate 0.055% among 360,000;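 active = mean normalized replicate activation at least 10% and every replicate at or above 10%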;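 also: 0% = median of on-plate neutral control wells and 100% = ellipticine 6 µM median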
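Material: XiGFP fibroblasts, SV40-immortalized. Buffer or medium: DMEM plus 5-aza-dC sensitizer. Compound: single concentration per compound, delivered by pin transfer. Times: 3 days compound exposure. Controls: ellipticine 6 µM.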
esBAF inh: Bmi1 luciferase reporter increase in mESCs, primary screen, esBAF inhibitor project, mouse ES cells, Bmi1 luciferase knock-in, single point | 24 h; 100% = twice the neutral-well signal | reporter increase, % at 12.5 µM | hit rate 2% among 350,000; in the data active = activation above about 40%;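 also: 0% = median of the plate's neutral control wells and 100% = double that signal; a rise in the Bmi1 reporter signal indicates esBAF inhibition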
* = called active by the depositor; . = not tested or not shown.

SMILES | CFTR F508del cor | RAD54 inh | RAD52 anneal inh | INS-1E GSIS act | ARNT TACC3 PPI | ERAP1 inh | XiGFP reactiv | esBAF inh
COCCNC(=O)C[C@@H]1CC[C@H]2[C@@H](COC[C@@H](O)CN2C(=O)c2cc(Cl)cc(Cl)c2)O1 | -2.2 | -4 | -6 | 16 | -5 | 1 | 0.2 | -3
CC(Nc1ccccc1)c1cccnc1 (stereo not given) | -4.5 | . | -11 | 9 | -9 | 3 | -0.7 | .
COc1ccc(-c2cc(C(=O)NCCCN3CCCC3=O)c3ccccc3n2)cc1OC | 0.9 | -2 | -9 | 19 | 1 | 0 | 0.0 | -10
Cc1noc(C)c1COc1ccc(C(=O)N2CCCC(C(N)=O)C2)cc1 (stereo not given) | -4.0 | 2 | -12 | -9 | -5 | 0 | 0.1 | -14
C[C@H](CO)N1C[C@H](C)[C@H](CN(C)C(=O)CN(C)C)Oc2cc(C3=CCCC3)ccc2S1(=O)=O | 1.4 | 1 | 0 | -6 | 11 | 4 | -0.8 | 0
COc1ccc(NC(=O)Nc2ccc3c(c2)CC(=O)N([C@@H](C)CO)C[C@H](C)[C@H](CN(C)S(=O)(=O)c2cccs2)O3)cc1 | 2.2 | 1 | . | -13 | . | . | -0.2 | 4
COc1ccc(S(=O)(=O)Nc2ccc3c(c2)C(=O)N([C@@H](C)CO)C[C@H](C)[C@@H](CN(C)Cc2ccc(Cl)c(Cl)c2)OCCCC[C@@H](C)O3)cc1 | 7.2 | -3 | . | -24 | 3 | . | -0.2 | 7
CN1C(=O)/C(=C/c2cccc([N+](=O)[O-])c2)C(=O)N1c1ccccc1 | -0.4 | -5 | -2 | . | 2 | 4 | 0.1 | 3
COc1cccc(C(=O)/C=C/Nc2ccc(S(=O)(=O)Nc3cc(OC)nc(OC)n3)cc2)c1 | -1.1 | . | -50 | -5 | 7 | -6 | 0.6 | 0
COc1ccc(N2CCN(C(CNC(=O)C(=O)NC3CCCC3)c3ccco3)CC2)cc1 (stereo not given) | 0.0 | -5 | -12 | 10 | 1 | 11 | 0.2 | 18
C[C@@H]1CN([C@@H](C)CO)C(=O)c2cccc(NC(=O)Nc3cccc4ccccc34)c2O[C@H]1CN(C)C(=O)NC1CCCCC1 | 0.6 | . | . | 5 | . | . | -0.1 | 5
CCC(CC)C(=O)c1c[nH]c(C(=O)NCc2ccccc2)c1 | -1.4 | 10 | -5 | 9 | 3 | -4 | 0.1 | 1
O=C(C[C@@H]1C[C@@H]2c3cc(NC(=O)c4cccnc4)ccc3O[C@@H]2[C@H](CO)O1)NCc1ccncc1 | -2.6 | 0 | 10 | 2 | -5 | 3 | 0.6 | -1
CC(=O)Oc1oc(-c2ccccc2)nc1C=Nc1ccc(N(C)C)cc1 | -0.5 | 0 | -171 | . | 7 | . | 0.0 | 2
Cc1nn(C)cc1C(=O)Nc1ccccc1Br | 0.9 | . | -12 | 26 | 3 | 1 | 0.1 | .
C[C@@H]1CCCCO[C@@H](CN(C)S(=O)(=O)c2ccc(Cl)cc2)[C@@H](C)CN([C@@H](C)CO)C(=O)c2cc(NS(C)(=O)=O)ccc2O1 | -1.1 | -2 | -5 | -1 | -2 | 0 | 3.7 | 4
CC(C)(C)c1cc(C(=O)N2CCc3ccccc3C2)ccn1 | -0.9 | -1 | -6 | -57 | 1 | 4 | 0.1 | 23
Cc1ccc(C(=O)c2c3ccc(C(F)(F)F)cc3[n+]([O-])n2CCC(N)=O)cc1 | -1.6 | -2 | 4 | . | -8 | 7 | -0.1 | .
O=C(CSc1ccc(-c2ccc(Br)cc2)nn1)NCC1CCCO1 (stereo not given) | -0.8 | 5 | -21 | 39 | 1 | 3 | 0.0 | .
COc1ccc2c(c1)C(=O)CC(O)(C(F)F)O2 (stereo not given) | 1.8 | . | -3 | . | -2 | 0 | 0.0 | 2
Cc1nc(C(F)(F)F)ccc1C(=O)N1CCCCC1 | 0.5 | 0 | 8 | 19 | -9 | 2 | -0.1 | .
O=C(O)C1C=Cc2ccccc2N1C(=O)c1ccccc1 (stereo not given) (tested in a mixture with another compound) | -0.1 | . | -122 | . | -4 | 1 | 0.1 | .
CCn1c(CSc2ncccn2)nnc1SCC(=O)N1CCCCC1 | 0.4 | 3 | 1 | -5 | -4 | 6 | 0.3 | 4
COc1ccc(NC(=O)CCNS(=O)(=O)c2cccc3nonc23)cc1Cl | -0.7 | -12 | -13 | 1 | 1 | 1 | 0.1 | 0
O=C(N/N=C/c1ccc(Cl)c(Cl)c1)c1ccc2nc[nH]c2c1 | -0.9 | -3 | 4 | 3 | . | -2 | 0.0 | 20
(further entries)
SMILES | CFTR F508del cor | RAD54 inh | RAD52 anneal inh | INS-1E GSIS act | ARNT TACC3 PPI | ERAP1 inh | XiGFP reactiv | esBAF inh
COc1ccc(CONc2ncnc3nonc23)cc1[N+](=O)[O-] | -3.5 | . | -67 | 12 | 6 | 0 | 0.3 | .
c1ccc2c(c1)nc1n2CCN1CCN1CCCC1 | 0.6 | 2 | 3 | -2 | -6 | -6 | 0.3 | -7
CC(=O)N(CC(=O)N(CC(=O)O)c1ccc(Cl)cc1)c1ccc(Cl)cc1 | 2.7 | 0 | -8 | . | -22 | 0 | 0.2 | -2
Cc1ccc(S(=O)(=O)NCc2cccnc2)c(C)c1 | -1.1 | -6 | -8 | 5 | 10 | 3 | 0.2 | 1
Cc1ccc(-c2nc(CN3CCCCC3)cc(CN3CCCCC3)c2O)cc1 | 4.3 | . | 7 | 7 | -2 | 3 | 0.0 | .
COC(=O)CCC(=O)OC1(C)C(=O)C2=CN(C3CC3)C(c3ccc(OC)cc3)=CC2=C(Br)C1=O (stereo not given) | 1.2 | -3 | -79 | . | . | -1 | 0.0 | 3
COc1ccc(Cl)cc1NC(=O)[C@@]1(CC(=O)O)CC(/C=C/c2ccccc2)=NO1 | 0.1 | 1 | -10 | 26 | -6 | -3 | -0.1 | 2
CCCC#Cc1ccc([C@@H]2[C@@H](C#N)N(C(=O)C3CCC3)[C@@H]2CO)cc1 | -0.3 | -13 | -3 | -1 | -4 | 0 | 0.0 | 4
Cc1cccc(Nc2nc(N)nc(CSc3nccn3C)n2)c1 | . | 6 | . | -6 | 1 | . | . | 53*
COc1ccc2c3c(n(C)c2c1)[C@H](CO)N(C(=O)C1CCC1)CC31CCN(C(=O)Nc2cccc(F)c2)CC1 | -0.8 | . | 18 | -8 | . | 0 | 0.5 | .
O=C(N/N=C/c1cccnc1)c1ccc(NC(=O)C(c2ccccc2)c2ccccc2)cc1 | 0.7 | 10 | 12 | 3 | -3 | -1 | -0.1 | .
O=C(NCC[C@@H]1CC[C@H](NS(=O)(=O)c2cccc(F)c2)[C@H](CO)O1)c1cnccn1 | 0.8 | -2 | 6 | 2 | -24 | 0 | 0.0 | -3
CCOC(=O)C1CCN(C(=O)CCc2nc3sc4c(c3c(=O)[nH]2)CCCC4)CC1 | 2.5 | . | -46 | 5 | . | -8 | 0.1 | .
COc1ccc([C@H]2CC(=O)C=C(c3ccc4[nH]ccc4c3)C2)cc1OC | 1.6 | 5 | -22 | -2 | 2 | 1 | 0.0 | 11
Cn1ccc2ccc(C3=CC(=O)C[C@H](c4ccc(F)cc4)C3)cc21 | -0.9 | -4 | -5 | -10 | -17 | -1 | 0.0 | 18
COc1ccc(CN(C)C[C@H]2Oc3ccc(NC(=O)C4CC4)cc3CC(=O)N([C@H](C)CO)C[C@H]2C)cc1 | 0.5 | -4 | 2 | 4 | 5 | 1 | 0.2 | 8
Cc1ccc(NC(=O)c2cccc(S(=O)(=O)N3CCc4ccccc4C3)c2)nc1 | -2.6 | 2 | -16 | 8 | 4 | -1 | -0.1 | -3
COc1ccc(-c2nc3ccc(Br)cn3c2CC(C)(C)C)cc1OC | 2.0 | 1 | -8 | . | . | 0 | 0.0 | -1
O=c1oc2ccccc2cc1NCc1ccccc1O | -2.5 | -11 | -10 | -25 | . | . | 0.3 | 63*
O=C(c1ccc2c(c1)OCO2)N1CC(=O)N2[C@@H](CO)[C@@H](c3ccc(C#CCC4CCCC4)cc3)[C@@H]2C1 | 1.6 | . | 6 | -29 | . | -3 | 0.2 | .
CCc1nnc(NC(=O)C2CCCN(C(=O)c3ccc(Cl)cc3)C2)s1 (stereo not given) | -4.7 | -1 | -18 | 3 | . | -3 | 0.0 | 50*
COc1ccc(-c2ccc3n(c2=O)C[C@H]2[C@H](CO)[C@@H](C(=O)N4CCN(C)CC4)N[C@@H]32)cc1 | 1.9 | 3 | -3 | 9 | -8 | 0 | 0.1 | 1
COc1ccc(Nc2nc(NCc3ccco3)nc(N)c2[N+](=O)[O-])cc1 | -1.1 | -5 | -8 | 6 | . | . | 0.0 | .
CCOC(=O)N1CCC(=NNc2nc3ccccc3s2)CC1 | 3.8 | -5 | -10 | 17 | -3 | . | 0.1 | .
Cc1ccc(C(=O)CCC(=O)Nc2ncccc2O)cc1 | 1.4 | . | -27 | 1 | 20 | 3 | 0.0 | 21
Cc1ccc(NC(=O)c2ccc3nc[nH]c3c2)nc1 | 1.3 | -4 | -18 | 9 | 4 | 1 | 0.5 | .
C/C=C/c1ccc([C@@H]2[C@@H](CN(C)C(=O)CC)N(C(=O)NCCC)[C@H]2CO)cc1 | -0.1 | -6 | -16 | 4 | 3 | 1 | -0.1 | -5

Gathered by group, the entries above containing a Cl atom (8)
SMILES | CFTR F508del cor | RAD54 inh | RAD52 anneal inh | INS-1E GSIS act | ARNT TACC3 PPI | ERAP1 inh | XiGFP reactiv | esBAF inh
COCCNC(=O)C[C@@H]1CC[C@H]2[C@@H](COC[C@@H](O)CN2C(=O)c2cc(Cl)cc(Cl)c2)O1 | -2.2 | -4 | -6 | 16 | -5 | 1 | 0.2 | -3
COc1ccc(S(=O)(=O)Nc2ccc3c(c2)C(=O)N([C@@H](C)CO)C[C@H](C)[C@@H](CN(C)Cc2ccc(Cl)c(Cl)c2)OCCCC[C@@H](C)O3)cc1 | 7.2 | -3 | . | -24 | 3 | . | -0.2 | 7
C[C@@H]1CCCCO[C@@H](CN(C)S(=O)(=O)c2ccc(Cl)cc2)[C@@H](C)CN([C@@H](C)CO)C(=O)c2cc(NS(C)(=O)=O)ccc2O1 | -1.1 | -2 | -5 | -1 | -2 | 0 | 3.7 | 4
COc1ccc(NC(=O)CCNS(=O)(=O)c2cccc3nonc23)cc1Cl | -0.7 | -12 | -13 | 1 | 1 | 1 | 0.1 | 0
O=C(N/N=C/c1ccc(Cl)c(Cl)c1)c1ccc2nc[nH]c2c1 | -0.9 | -3 | 4 | 3 | . | -2 | 0.0 | 20
CC(=O)N(CC(=O)N(CC(=O)O)c1ccc(Cl)cc1)c1ccc(Cl)cc1 | 2.7 | 0 | -8 | . | -22 | 0 | 0.2 | -2
COc1ccc(Cl)cc1NC(=O)[C@@]1(CC(=O)O)CC(/C=C/c2ccccc2)=NO1 | 0.1 | 1 | -10 | 26 | -6 | -3 | -0.1 | 2
CCc1nnc(NC(=O)C2CCCN(C(=O)c3ccc(Cl)cc3)C2)s1 (stereo not given) | -4.7 | -1 | -18 | 3 | . | -3 | 0.0 | 50*

From PubChem BioAssay

Rows are unselected (roughly 3.3% active in at least one column).
